High-throughput results deposited in PubChem BioAssay by several laboratories.
FLuc stim CS – FLuc activators, initial screening, artefact control for FLuc-dependent activation tests, biochemical, ATPlite luminescence; Luciferin 4-monooxygenase (Photinus pyralis), P08659; ATPlite luciferase biochemical, 10 min; 0 = ATP-free wells, 1 = DMSO control; activation factor at 10 µM; 200,000 tested, under 10 active; AID 1027, 2008;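 active means luciferase activation factor, scaled between plate controls, of at least 2 with compound at 10 µM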
Target sequence (P08659 whole entry, looked up): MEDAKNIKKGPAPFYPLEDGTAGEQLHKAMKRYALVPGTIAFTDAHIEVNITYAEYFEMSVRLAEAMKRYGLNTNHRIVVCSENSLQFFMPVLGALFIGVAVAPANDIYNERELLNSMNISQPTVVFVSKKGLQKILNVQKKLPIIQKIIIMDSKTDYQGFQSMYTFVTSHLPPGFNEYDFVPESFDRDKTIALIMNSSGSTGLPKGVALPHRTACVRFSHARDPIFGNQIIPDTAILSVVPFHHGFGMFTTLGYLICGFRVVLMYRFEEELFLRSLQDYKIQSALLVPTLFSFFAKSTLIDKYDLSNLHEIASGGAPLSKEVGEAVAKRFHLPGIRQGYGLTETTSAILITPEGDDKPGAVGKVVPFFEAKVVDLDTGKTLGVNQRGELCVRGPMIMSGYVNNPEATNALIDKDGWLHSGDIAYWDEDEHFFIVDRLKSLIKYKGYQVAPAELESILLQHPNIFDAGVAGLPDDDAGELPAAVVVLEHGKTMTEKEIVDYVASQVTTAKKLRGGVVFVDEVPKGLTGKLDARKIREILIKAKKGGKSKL
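Assay system – cell-free luciferase reagent · Medium – PBS-based ATP solution · Dosing – test compounds dosed from 2 mM stocks in 100% DMSO · Timing – 10 min, room temperature · Technique – light output (luminescence) · Measure – luminescence gain marking luciferase activators · Controls – No-ATP low control, compound-free enzyme-plus-ATP high control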
TNAP inh hi DEA – human TNAP enzyme inhibitors, primary screen, biochemical, luminescent, high phosphate acceptor level, uHTS; purified TNAP, CDP-star luminescence, 1 M DEA; inhibition, % at 20 µM; 200,000 compounds, 0.03% hits; AID 1135, 2008;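 active means over 50% inhibition of tissue-nonspecific alkaline phosphatase at 20 µM in the single-dose screen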;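 further: plate controls were DMSO wells for no effect and EDTA-quenched wells as full inhibition for full effect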
Target sequence (P05186 whole entry, looked up): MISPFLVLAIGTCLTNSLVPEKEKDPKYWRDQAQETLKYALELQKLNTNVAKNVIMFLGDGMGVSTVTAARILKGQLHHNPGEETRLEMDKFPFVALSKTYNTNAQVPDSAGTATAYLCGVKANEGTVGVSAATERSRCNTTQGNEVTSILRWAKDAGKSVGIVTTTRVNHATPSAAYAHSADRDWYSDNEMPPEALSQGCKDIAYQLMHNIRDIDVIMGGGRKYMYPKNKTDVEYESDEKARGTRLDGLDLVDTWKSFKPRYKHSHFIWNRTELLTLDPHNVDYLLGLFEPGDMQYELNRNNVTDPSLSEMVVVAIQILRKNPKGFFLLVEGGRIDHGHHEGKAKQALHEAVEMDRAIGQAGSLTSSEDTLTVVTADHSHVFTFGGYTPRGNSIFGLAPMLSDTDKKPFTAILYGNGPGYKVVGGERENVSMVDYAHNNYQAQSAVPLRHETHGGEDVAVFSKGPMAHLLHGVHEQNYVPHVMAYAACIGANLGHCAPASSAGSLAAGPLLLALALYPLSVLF
TNAP act hiacc – TNAP activators at high phosphate acceptor level, primary screen, biochemical, luminescence, uHTS; activation factor at 20 µM; Alkaline phosphatase, tissue-nonspecific isozyme (Homo sapiens), P05186; 200,000 tested, under 10 active; purified TNAP, CDP-star luminescence, 1 M DEA, 30 min; stronger effect = higher value; 0 = EDTA background, 1 = DMSO-only activity;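 active means activation factor at least 2 at 20 µM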
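Control set: EDTA negative control, DMSO positive control / Assay system: human TNAP / Quantity: TNAP 1/800 final / Evaluation: TNAP activation factor scaled between EDTA and DMSO control wells / Measured by: luminescent substrate turnover signal / Compound dosing: one dose, 20 µM / Times: 30 min enzyme reaction at room temperature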
bIAP inhibitor – bovine intestinal alkaline phosphatase inhibitors, primary screen, selectivity assay for TNAP inhibitor project, biochemical, bovine IAP, CDP-star luminescence | alkaline phosphatase, intestinal [Bos taurus] | purified bovine IAP, 30 min | inhibition, % at 20 µM | 190,000 tested, under 10 active | AID 1019, 2008;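 active means over 50% inhibition of intestinal alkaline phosphatase at 20 µM in the single-dose screen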
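Assay system: bovine IAP enzyme; medium: DEA buffer 100 mM, pH 9.8, with MgCl2 1.0 mM, ZnCl2 0.02 mM; doses: 20 µM single dose; incubation: enzyme reaction for 30 min at room temperature; detection: CDP-star luminescence signal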
FLuc inh counter – firefly luciferase enzyme inhibitors, primary screen, artefact control for luciferase-based inhibitor screens, biochemical, luminescence, ATPLite. AID 1006, 2008. inhibition, % at 10 µM. 200,000 compounds, 1.5% hits. 10 min. Luciferin 4-monooxygenase (Photinus pyralis), P08659;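 active means inhibition above about 50% when tested at 10 µM, limit read from the data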
TNAP inh noacc – human TNAP enzyme inhibitors, primary screen, biochemical, luminescent, no phosphate acceptor, uHTS. purified TNAP, CDP-star luminescence, 30 min. AID 1012, 2008. 200,000 compounds, 0.26% hits. Alkaline phosphatase, tissue-nonspecific isozyme (Homo sapiens), P05186. inhibition, % at 20 µM;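 active means tissue-nonspecific alkaline phosphatase inhibition above about 50% at 20 µM in the single-dose screen, limit read from the data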;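 further: 0% = DMSO negative control and 100% = EDTA positive control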
APP transl inh – inhibitors of APP translation via 5'UTR reporter, primary screen, APP 5'UTR luciferase, SH-SY5Y cells; inhibition, % at 2 µM; SH-SY5Y APP 5'UTR-luciferase reporter, luminescence; 190,000 compounds, 0.82% hits;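 active means inhibition above a set limit, derived from the sample mean plus 3 SD, cut at about 45% in these data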; further: values of inactives mirror those of a sister screen read the other way
RAM network inh – inhibitors of the yeast RAM network, primary screen, dse1pr::URA3 reporter, 5-FOA selection; S. cerevisiae dse1pr::URA3 reporter, 5-FOA growth OD615, 2 d; analog-sensitive cbk1-as2 kinase mutant strain; AID 868, 2007; 190,000 compounds, 1.8% hits; inhibition, % at 50 µM;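 active means inhibition above a set limit, 3 SD over mean compound inhibition, cut at about 8.4% in these data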;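 further: 0% = DMSO-only wells with no growth and 100% = 10 µM 1-NA-PP1 full growth; inhibition rescues growth on 5-FOA so higher OD means more RAM inhibition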
Lmaj promast – Leishmania major promastigote growth inhibition, primary screen. 200,000 compounds, 9% hits. Leishmania major promastigotes, resazurin fluorescence viability. AID 1063, 2008. inhibition, % at 10 µM; in the data active means inhibition above about 50%;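 further: promastigotes grown with compound for 44 hours at 28 °C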
bIAP activator – bovine intestinal alkaline phosphatase activators, primary screen, biochemical, bovine IAP, CDP-star luminescence; purified bovine IAP, 30 min; stronger effect = higher value; fold of DMSO-control signal, blank-subtracted; 200,000 compounds, 0.17% hits; activation factor at 20 µM; alkaline phosphatase, intestinal [Bos taurus];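 active means activation factor of 2 or more at 20 µM, a signal rise over negative controls twice the positive control's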
Starred values were filed as active, the others as inactive; x = not tested or not shown.

SMILES	FLuc stim CS	TNAP inh hi DEA	TNAP act hiacc	bIAP inhibitor	FLuc inh counter	TNAP inh noacc	APP transl inh	RAM network inh	Lmaj promast	bIAP activator
Cc1noc(/C=C/N(C)C)c1S(=O)(=O)N1CCCC(C(=O)NCc2ccc(Cl)cc2)C1 (stereo not given)	1	-3	1	-2	-2	-7	4	3.5	3	1
CCCNC(=S)NC1CC2CCC(C1)N2Cc1ccccc1 (stereo not given)	1.1	-2	1	7	-7	-4	-9	0.5	66*	0.9
CC(C)CC(C)c1cc(N)nc2nc3ccccc3n12 (stereo not given)	1	-1	1	-56	-3	-22	21	0.1	34	1.6
COC(=O)C(C)(C)ONC(=O)Nc1ccc(Br)cc1	0.9	1	1	-10	7	-4	7	0.4	-10	1.1
Clc1ccc(-c2nc3nc4ccccc4nc3n2Cc2ccco2)cc1	0.9	-2	1	14	11	-6	-51	2.3	8	0.9
CCOC(=O)Cc1nnn(CC(=O)OCC)n1	1	4	1	-2	0	-6	2	0.1	-6	1
COc1cccc(CNc2ccc(F)c([N+](=O)[O-])c2)c1O	1	2	1	-3	-4	-2	-17	3.6	0	1
CCN(CC)c1nc2nonc2nc1N(CC)CC	1	0	1	4	-4	-7	7	0.4	2	1
Cc1cccc(OCC(O)CN2C(C)(C)CC(O)CC2(C)C)c1 (stereo not given)	1	-4	1	-8	-4	-7	-13	0.5	-3	1.1
Cc1cc(/C=N/NC(=O)C(=O)NCc2ccccn2)c(C)n1-c1ccccc1	0.4	-3	1	-6	58*	-182	-12	0.0	2	1.1
CCc1cc2c(=O)c(-c3nc4ccccc4n3C)c(COCC(=O)O)oc2cc1OC(=O)C(C)(C)C	1.1	-1	1	-19	-6	6	11	-0.3	-1	1.2
CC(=O)Nc1ccc(NC(=O)Cn2c(=O)n(-c3ccccc3)c(=O)c3oc4ccccc4c32)cc1	1	-4	1	35	-5	-14	4	3.5	-7	0.6
CC1(C)CN(c2ccsc2C(=O)O)C1=O	1	-3	1	-3	-3	-7	2	3.6	-7	1
CCONc1ncnc2nonc12	1.1	0	1	14	-6	-4	-5	0.7	-5	0.9
CS(=O)(=O)c1ccc2nc(NC(=O)CN3C(=O)C4CC=CCC4C3=O)sc2c1 (stereo not given)	1	-3	1	-2	-4	-15	7	1.2	-13	1

Arranged by SMILES length (rising): part of the list above.
SMILES	FLuc stim CS	TNAP inh hi DEA	TNAP act hiacc	bIAP inhibitor	FLuc inh counter	TNAP inh noacc	APP transl inh	RAM network inh	Lmaj promast	bIAP activator
CC1(C)CN(c2ccsc2C(=O)O)C1=O	1	-3	1	-3	-3	-7	2	3.6	-7	1
COC(=O)C(C)(C)ONC(=O)Nc1ccc(Br)cc1	0.9	1	1	-10	7	-4	7	0.4	-10	1.1
CC(=O)Nc1ccc(NC(=O)Cn2c(=O)n(-c3ccccc3)c(=O)c3oc4ccccc4c32)cc1	1	-4	1	35	-5	-14	4	3.5	-7	0.6

(list continues)
SMILES	FLuc stim CS	TNAP inh hi DEA	TNAP act hiacc	bIAP inhibitor	FLuc inh counter	TNAP inh noacc	APP transl inh	RAM network inh	Lmaj promast	bIAP activator
O=C(COC(=O)c1cncc(Br)c1)NC1CCCCC1	1.1	-3	1	-16	-5	4	8	1.4	-9	1.2
O=c1c2cnn(-c3ccccc3)c2nnn1/N=C/c1cccnc1	1.1	0	1	7	-9	-9	14	1.7	-6	0.9
CCc1ccc(N(CC(=O)Nc2nc3ccc(C)cc3s2)S(=O)(=O)c2c(C)noc2C)cc1	1.1	-1	1	-6	-7	27	-3	4.5	52*	1.1
NC(=S)N/N=C1\CC(n2nnnc2-c2ccccc2Cl)C2COC1O2 (stereo not given)	1	-4	1	-7	-3	-109	-17	-1.0	1	1.1
N/C(=N\OS(=O)(=O)c1ccc(Cl)cc1)c1ccccn1	1	0	1	-6	-4	-11	6	0.3	33	1.1
COC(=O)c1nn(-c2ccc(Cl)cc2)c(=O)cc1Sc1ccccn1	1.1	-4	1	9	-9	-9	x	-0.1	-4	0.9
COc1ccc2nc3oc(C(=O)N4CCN(c5cccc(C(F)(F)F)c5)CC4)cc3cc2c1	1	-1	1	8	-4	-4	3	6.0	-2	0.9
CN=C(Nc1ccc(C(=O)OC)s1)c1ccccc1	1.1	-5	1	6	-9	-19	11	0.3	0	0.9
Cc1cccc(COCC(Cc2ccccc2)N2CCN(C(=O)c3ccc(Cl)c(Cl)c3)CCC2=O)c1 (stereo not given)	1.1	-3	1	10	-7	-5	-8	10*	11	0.9
O=C(CCc1nc2ccccc2s1)OCC(=O)c1ccc[nH]1	1	-9	1.1	13	2	-27	-13	0.0	-7	0.9
O=c1c2oc3ccccc3c2ncn1Cc1ccc(Cl)cc1	1.1	-1	1	-11	-5	6	6	2.9	1	1.1
O=C(O)CCCC(=O)Nc1cccc([N+](=O)[O-])c1	1	-4	1	-5	1	-8	0	1.4	2	1.1
O=C1c2oc3ccccc3c(=O)c2C(c2cccc(O)c2)N1c1ccccn1 (stereo not given)	1	-5	1.1	0	-4	12	-6	4.0	-3	1
Cc1cc(N/C=C\c2nnnn2-c2ccccc2)no1	1	-5	1.1	-9	1	-13	10	5.1	-1	1.1
CCOC(=O)c1noc(C)c1C(=O)Nc1nc(C)cc(C)n1	1.1	1	1	4	-6	-6	-1	1.9	-5	1
COc1cc(C(=O)N2CCCN(c3nc4cc(C)ccc4cc3C#N)CC2)cc(OC)c1OC	1.1	-5	1	-7	-5	-9	x	x	x	1.1
C=CCc1ccc(OCCOCCN(C)C)c(OC)c1	1	-1	1	-1	1	-9	-1	0.4	38	1
O=C(CCc1nnc(Cc2cccc(C(F)(F)F)c2)o1)NC1CC1	1.1	-9	1.1	1	-7	-18	8	-0.1	-4	1
COCCCNC(=O)CNC(=S)N(Cc1cc(OC)c(OC)c(OC)c1)C1CCCC1	1.1	-4	1	15	-7	-24	1	2.5	-3	0.9
Cn1nc(C(F)(F)F)c2cc(C(=O)O)sc21	1.1	-4	1	-3	-10	1	17	1.2	-5	1
Cc1cc(C(=O)NCC(=O)OCC(=O)N(C)C2CCCCC2)ccc1[N+](=O)[O-]	1	-5	1.1	11	-4	-6	-5	-0.3	43	0.9
NCCS(=O)(=O)NC1CCCCC1	1	-7	1.1	0	-3	-9	-24	1.1	-9	1
CCN(CC)c1ccc([N+](=O)[O-])cc1/C=N/NC(=O)CC#N	1	11	0.9	-12	5	8	7	2.6	2	1.1
Cc1onc(-c2ccccc2)c1-c1n[nH]c(=S)n1-c1ccc(C(=O)O)cc1	1	-2	1	15	-5	-4	10	1.9	-1	0.8
Cc1ccc(S(=O)(=O)NC(C)(C)CSc2nncn2N)cc1	1.1	-2	1	10	-7	-11	4	0.9	-2	0.9
CCn1c(C)nc2cc(C(=O)N=Nc3c(O)[nH]c4ccccc34)ccc21	0.6	4	1	9	39	-28	-33	0.8	54*	0.9
O=C(N1CCCCC1)N1CCN(C(=O)N2CCCCC2)CC1	1.1	-6	1.1	11	-5	-15	-30	1.4	-3	0.9
CCOP(=O)(OCC)C(NC(=O)C(F)(F)F)c1ccccc1 (stereo not given)	1	5	1	3	0	-30	19	-0.1	-5	1
Cc1ccc(C)c(N=C2CCCN2Cc2ccccc2)c1C#N	1.1	6	0.9	-2	-6	-7	-6	0.1	29	1
CC(OC(=O)c1cccs1)C(=O)NCC1CCCO1 (stereo not given)	1	-6	1.1	1	-3	-6	14	2.1	-5	1
CC1(C)CC(=O)C(C=Nc2cccnc2)=C(O)C1	1	-3	1	2	-1	-8	2	2.0	-5	1
CNS(=O)(=O)c1ccc(NC(=S)Nc2ccc3c(c2)OCO3)cc1	1.1	-4	1	5	-5	-9	-36	0.7	1	0.9
CCCCNC(=O)CCn1c(=O)c2ccccc2n(CC(=O)Nc2ccccc2OCC)c1=O	1	-3	1	0	-2	-14	-2	0.9	0	1
COCCCn1c(SCCc2ccccc2)nc2cc(OC)c(OC)cc2c1=N	1	-2	1	-5	3	-19	-8	-1.0	51*	1
COc1ccc(C(=O)O)cc1Nc1cc(C)nc2ncnn12	1	-5	1	6	-4	-17	11	0.7	-7	0.9
CN(Cc1ccccc1)C(=O)CN(c1ccc(F)cc1)S(=O)(=O)c1ccc2c(c1)OCCO2	0.9	3	1	-1	14	-2	-15	5.0	95*	1
Cc1cc(C)c(C#N)c(Oc2ccc(F)cc2)n1	1.1	-1	1	9	-6	-9	-3	3.0	-5	0.9
Cc1cc(C)c(S(=O)(=O)c2ccccc2)c(OC(=O)c2c(Cl)cccc2Cl)n1	1.1	-2	1	6	-5	-4	-19	3.5	-5	0.9
CCc1nc(C)cn1S(=O)(=O)c1cc(C)c(OC)cc1C	1.1	-3	1	5	-8	-17	-8	2.1	33	1
Cc1cc2ncn(CCCCOc3ccccc3)c2cc1C	1.1	-5	1	-2	-9	-16	-1	1.9	34	1
Cc1onc(C(=O)N2CCOCC2)c1[N+](=O)[O-]	1.1	-5	1.1	8	-7	1	-6	-0.2	-1	0.9
CC1CCc2c(sc3nc(CN4CCOCC4)nc(NS(=O)(=O)c4cccc([N+](=O)[O-])c4)c23)C1 (stereo not given)	1	2	1	-19	-1	-12	x	2.4	1	1.2
COC(=O)c1ccc(Sc2ccccn2)c([N+](=O)[O-])c1	1	8	0.9	-9	2	2	-26	1.3	-1	1.1
COCCn1c(SCC(=O)NCc2ccco2)nnc1C(C)C	1	3	1	-1	-3	-3	-26	0.9	-7	1
CC(=O)c1ccc(N/N=C(/C(N)=O)C2=NC(C)(C)Cc3ccccc32)cc1	1	5	0.9	15	-4	-1	27	-0.8	32	0.8
Cc1[nH]c2ccccc2c1SCC(=O)N1CCCCCC1	1	-5	1.1	6	-4	-11	-6	1.2	-2	0.9
CS(=O)(=O)Oc1ccc(/C=N/NC(=O)c2ccncc2)cc1	0.9	-4	1	-42	5	0	1	3.9	-1	1.4
CN(C)C=NC(=O)/C(C#N)=C1\CCc2ccccc2N1	1.1	-8	1.1	6	-6	-13	15	-0.1	7	0.9
O=C(NCCNC(=O)c1cc(OCC(F)(F)F)ccc1OCC(F)(F)F)Nc1ccccc1	1.1	-3	1	6	-6	4	-2	8.7*	3	0.9
CCOC(=O)c1ccc2c(c1)nc(SCC(=O)N1CCOCC1)n2CC	1.1	-5	1	-3	-7	-8	1	0.9	-1	1
